Mdm2-MdmX inh = inhibitors of human Mdm2/MdmX interaction. inhibition, % at 8 µM. SaOS-2 split-luciferase Mdm2/MdmX complementation, luminescence. AID 485346. 330,000 compounds, 3% hits. O15151+Q00987;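 active means inhibition of at least 50% at 8 µM in the primary screen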
Target sequence (O15151 whole entry, looked up): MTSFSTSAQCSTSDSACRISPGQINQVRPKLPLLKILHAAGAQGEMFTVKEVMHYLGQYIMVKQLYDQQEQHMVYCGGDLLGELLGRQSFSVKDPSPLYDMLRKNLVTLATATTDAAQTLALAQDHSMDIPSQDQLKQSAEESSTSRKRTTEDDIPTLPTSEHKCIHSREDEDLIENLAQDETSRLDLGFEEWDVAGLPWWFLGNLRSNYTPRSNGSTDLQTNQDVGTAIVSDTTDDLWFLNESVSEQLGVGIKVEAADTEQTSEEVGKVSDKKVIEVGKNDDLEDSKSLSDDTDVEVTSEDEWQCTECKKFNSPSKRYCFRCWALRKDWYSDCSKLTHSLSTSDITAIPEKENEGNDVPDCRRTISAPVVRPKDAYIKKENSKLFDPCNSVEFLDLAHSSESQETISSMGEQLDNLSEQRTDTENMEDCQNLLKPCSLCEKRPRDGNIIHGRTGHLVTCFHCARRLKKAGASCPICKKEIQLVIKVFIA
Target sequence (Q00987 whole entry, looked up): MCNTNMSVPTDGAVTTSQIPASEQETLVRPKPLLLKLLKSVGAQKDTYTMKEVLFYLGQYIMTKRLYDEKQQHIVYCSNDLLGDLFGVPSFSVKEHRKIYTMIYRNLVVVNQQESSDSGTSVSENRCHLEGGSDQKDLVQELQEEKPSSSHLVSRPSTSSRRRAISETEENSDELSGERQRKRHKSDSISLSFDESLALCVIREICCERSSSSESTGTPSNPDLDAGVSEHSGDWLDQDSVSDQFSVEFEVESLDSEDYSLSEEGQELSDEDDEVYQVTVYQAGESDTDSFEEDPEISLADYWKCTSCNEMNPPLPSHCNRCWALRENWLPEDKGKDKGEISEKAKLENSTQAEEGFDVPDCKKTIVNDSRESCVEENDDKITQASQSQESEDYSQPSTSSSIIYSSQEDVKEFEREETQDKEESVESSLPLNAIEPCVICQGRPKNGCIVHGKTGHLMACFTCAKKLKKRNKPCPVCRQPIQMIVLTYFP
Jurkat NFkB inh = lowers PMA/ionomycin-induced NF-kB signal in Jurkat cells; PMA/ionomycin-induced NF-kB luciferase reporter, luminescence; inhibition, % at 4 µM; 330,000 compounds, 0.53% hits; in the data active means inhibition above about 50%
tim23-1 inh = tim23-1 yeast growth inhibition | S. cerevisiae tim23-1 growth, BacTiter-Glo luminescence, 24 h | AID 463212 | 330,000 compounds, 1.3% hits | inhibition, % at 20 µM;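 active means growth inhibition of the mutant yeast at or above 50%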;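 further: temperature-sensitive mutant grown at 25 °C; plate controls were DMSO-treated mutant yeast for no effect and medium wells lacking yeast for full effect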
APJ agonist = APJ receptor agonism; CHO-K1 APJ PathHunter beta-arrestin, luminescence; 0% DMSO wells, 100% apelin; activation, % at 20 µM; 330,000 compounds, 0.11% hits; P35414;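 active means activation more than six SD over the plate average, tested at 20 µM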;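 further: 0% = DMSO alone and 100% = apelin-13 at 10 nM; some results filed as inactive read as strong as hits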
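Assay system: CHO-K1 APJ beta-arrestin complementation cell line / Compound: single test compound dose, 20 µM final, 1% DMSO / Times: overnight seeding, 90 min compound at 25 °C, 1 h detection / Technique: beta-gal luminescence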
697 NFkB inh = lowers PMA/ionomycin-induced NF-kB signal in 697 B cells; 330,000 compounds, 0.33% hits; inhibition, % at 4 µM; 697 B-cell NF-kB luciferase reporter, 16 h; in the data active means inhibition above about 35%
XBP1 UPR activ = adaptive UPR (XBP1) activation. 330,000 compounds, 0.33% hits. CHO-XBP1 luciferase reporter, IRE1-XBP1 UPR activation, luminescence; percent of tunicamycin response, DMSO as zero. activation, % at 20 µM. AID 463104;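 active means versus positive control, 20 µM dose yields 30% or more activation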;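 further: 100% = tunicamycin at 10 µg/mL and 0% = DMSO only wells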
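assay system = CHO-XBP1 luciferase reporter cells | amount = 1000 cells/well | buffer or medium = F12 plus 10% FBS | compound dosing = single point, 20 µM final compound, 1% DMSO | incubation = 16-18 h cell attachment at 37 °C, then 6 h compound exposure | detection = Steady-Glo luminescence read | controls = tunicamycin 10 µg/mL and vehicle-only wells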
APJ antagonist = antagonists of human APJ apelin receptor | P35414 | CHO-K1 APJ beta-arrestin complementation, luminescence | inhibition, % at 20 µM | 330,000 compounds, 0.32% hits | AID 2521;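 active means inhibition above about 40% at 20 µM, limit read from the data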;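 further: cells challenged with 10 nM apelin-13 agonist together with compound; plate controls were apelin-13 plus DMSO wells for no effect and DMSO wells lacking apelin-13 for full effect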
CHOP UPR activ = apoptotic UPR (CHOP) activation. CHO-CHOP luciferase reporter, luminescence; percent of tunicamycin response over DMSO baseline. activation, % at 10 µM. 330,000 compounds, 0.34% hits. AID 449763;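 active means at 10 µM dose, activation of 40% or more, normalized to positive control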;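 further: 100% = tunicamycin at 10 µg/mL and 0% = DMSO alone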
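Assay system: CHO-CHOP cells, stable luciferase reporter of PERK-eIF2a-CHOP signalling / Buffer or medium: F12 plus 10% serum / Compound dosing: one dose, 10 µM in 0.5% DMSO / Times: 6 h compound treatment, 37 °C / Technique: luciferase luminescence / Read-out: % reporter activation, DMSO baseline versus tunicamycin full activation / Benchmarks: tunicamycin and DMSO controls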
Starred values were filed as active, the others as inactive. Outcome played no part in choosing rows; any-hit rate near 5%.

cpd	Compound	Mdm2-MdmX inh	Jurkat NFkB inh	tim23-1 inh	APJ agonist	697 NFkB inh	XBP1 UPR activ	APJ antagonist	CHOP UPR activ
1	Cc1cccc(N(C(=O)c2csnn2)C(C(=O)NCc2ccccc2)c2ccc(C)o2)c1 (stereo not given)	4	0	23	0	2	-3	-2	1.1
2	COCC(=O)N1CCC(Oc2ccc(C(=O)NCc3cc(C)no3)cc2)CC1	32	-1	-1	4	5	-5	-6	0.3
3	O=C/C(=C\Nc1ccc(S(=O)(=O)CCO)cc1)c1nc2cc(Cl)ccc2o1	-3	0	6	1	-6	1	105*	0.3
4	COc1ccc(CNC(=O)COC(=O)c2ccc(Br)cc2)cc1	-29	-5	16	-5	25	2	-1	5.8
5	COC(=O)C(Cc1c[nH]c2ccccc12)NC(=O)c1cc(-c2ccc(OC)c(OC)c2)oc1C (stereo not given)	-32	-11	15	-2	-7	4	-6	0.4
6	CCN1C(=O)[C@@H]2[C@@H](c3ccc(-c4ccc(C(C)=O)cc4)c(OC)c3)N3CCCC[C@@]3(C(=O)OC)[C@@H]2C1=O	36	-14	2	-3	-22	2	5	2.5
7	O=S(=O)(NCCNc1nccc(C(F)(F)F)n1)c1ccccc1	22	10	1	-3	2	0	2	-0.9
8	COc1cc(-c2noc(C)c2-c2ccc(N(C)C)nc2)cc(OC)c1OC	86*	71*	7	0	-97	23	6	0.6
9	CCOC(=O)c1c(C)[nH]c(C(=O)COC(=O)c2cccnc2Cl)c1C	-17	-7	2	2	8	4	-5	7.7
10	CN(c1ccccc1)S(=O)(=O)c1cccc(NC(=O)c2ccc3ncsc3c2)c1	27	-2	6	2	-43	5	-32	0.0
11	COc1ccc(-c2[nH]c(-c3ccccc3)nc2SCC(=O)NCc2ccco2)cc1OC	25	0	-5	-4	21	1	-1	0.6
12	CC1CC(C)(C)NC(=S)N1CCC(=O)NCCc1ccc(Cl)cc1 (stereo not given)	-19	-12	17	-2	3	-1	2	0.5
13	CCOC(=O)C1=C(C)NC(=O)NC1c1ccc(OC)c(CN2CCOCC2)c1 (stereo not given)	8	-6	14	0	14	-1	4	-1.3
14	CC(C)NC(=O)CCn1ccc2cc(S(=O)(=O)N3CCCC3)ccc21	15	8	-11	0	1	-5	2	-2.4
15	COc1ccccc1C(=O)NNC(=O)c1ccncc1	-28	-8	37	3	4	6	5	0.5
16	COc1cccc2cc(C(=O)C3=C(O)C(=O)N(CCN4CCOCC4)C3c3cccs3)oc12 (stereo not given)	15	0	9	-12	8	2	56*	0.8
17	C/C(=N\Nc1ccc(S(N)(=O)=O)cc1[N+](=O)[O-])c1ccccc1O	35	-7	-10	2	-8	3	-22	0.4
18	c1ccc(-c2nc(-c3ccccn3)nc(-c3ccccn3)n2)nc1	14	-1	-40	2	7	1	13	2.4
19	Cc1ccc(OCC(O)CNCc2ccc(F)cc2)cc1 (stereo not given)	-7	16	-6	-4	-13	-6	9	0.4
20	COc1ccc(CC(=O)Nc2ccc(OC)nc2)cc1	-34	-2	10	0	5	1	6	-0.1
21	COc1ccc(-c2ccc3c(N)c(C(=O)c4cccc(OC)c4)sc3n2)cc1	-19	-26	20	5	-71	0	-23	0.9
22	Clc1ccc(C[n+]2cc(-c3ccccc3)n3c2CCCCC3)c(Cl)c1	37	20	6	-5	3	-2	12	-1.4
23	CS(=O)(=O)N(Cc1ccccc1)c1ccc(C(=O)NN=C2CCCCCC2)cc1	-2	-4	5	3	-7	1	-22	44*
24	Cc1c(CC(=O)N[C@H](C(=O)O)C(C)C)c(=O)oc2cc3c(cc12)CCC(C)(C)O3	-7	-2	11	-2	-120	-9	-1	0.3
25	Cc1ccc(N2C(N)=NC(N)=NC23CCCC3)c(C)c1	-12	-17	-12	0	-8	-3	-1	1.6
26	CCN(CC)C(=O)c1ccccc1NC(=O)c1ccccc1	23	5	6	-3	16	0	7	-2.0
27	Cc1ccc(N/C(N)=N/c2nc3c(c(=O)[nH]2)CCCC3)c(C)c1	44	48	7	1	-53	-1	-22	0.5
28	CCc1nnc(NS(=O)(=O)c2ccccc2)s1	-5	5	-3	2	-9	-5	-21	0.9
29	CC(C(=O)Nc1ncc([N+](=O)[O-])s1)N1C(=O)c2ccccc2S1(=O)=O (stereo not given)	13	16	-13	-3	17	-6	-6	0.8
30	Cn1c(SCC(=O)Nc2ccc3c(c2)n(C)c(=O)n3C)nnc1-c1ccncc1	16	-12	4	-4	27	-3	-1	-1.5
31	COc1ccc(NC(=O)Cn2nc(C(=O)O)c3ccccc3c2=O)cc1S(=O)(=O)N1CCCCC1	7	14	7	-4	1	-4	4	-0.7
32	Cc1ccc(S(=O)(=O)NCc2ccncc2)cc1	4	35	-4	-1	-28	-3	2	0.6
33	Cc1cccc(N(C)C(=O)CN(C)S(=O)(=O)c2ccc3c(c2)c(=O)n(C)c(=O)n3C)c1	25	-1	-1	6	-16	-1	-4	-0.4
34	O=C(CS(=O)(=O)c1cccc(C(F)(F)F)c1)Nc1ccccc1Cl	-14	7	17	0	-4	2	4	0.6
35	COc1ccc(Nc2nc(C)nc3c2oc2ccccc23)cc1	33	-5	48	-2	4	1	10	-0.9
36	CCc1nnc(NC(=O)CCC(=O)N2CCN(Cc3ccccc3)CC2)s1	-7	-9	11	-2	-9	2	10	-0.8
37	COC(=O)C(C(=O)NCC1CCCO1)C1CCCCCC1 (stereo not given)	33	-9	7	-7	9	1	-4	-0.7
38	O=C(NCc1ccc(F)c(F)c1)C1CCC(=O)N(CC2CCCCC2)C1 (stereo not given)	0	-12	-10	-3	-17	0	-2	4.3
39	COc1cccc(NC(=O)C(Sc2nnnn2C)c2ccccc2)c1 (stereo not given)	14	12	20	-3	17	-3	13	0.9
40	Cn1nnc2cc(C(=O)Nc3ccc4ccccc4c3)ccc21	-134	-163	-19	-2	-166	4	6	5.3
41	Cc1cc(=O)[nH]c(N/N=C/c2ccc(F)cc2)n1	-6	-2	8	-2	2	2	6	6.4
42	COc1ccc(OC)c(C2=C/C(=C/c3ccccn3)C(=O)O2)c1	25	9	32	-4	22	-2	9	0.3
43	O=C(/C=C\c1ccccc1)Oc1cccc2cccnc12	-1	6	43	0	3	3	0	-0.4
44	Cc1cccc(NC(=O)c2nc[nH]c2C(=O)NCCCCCCNC(=O)c2[nH]cnc2C(=O)Nc2cccc(C)c2)c1	71*	0	10	2	6	-1	2	3.1
45	C[C@H](CO)N1C[C@H](C)[C@@H](CN(C)CC2CCCCC2)Oc2ccc(NC(=O)CCN3CCOCC3)cc2C1=O	-9	5	18	-1	6	0	2	1.4
46	CCCCn1c(N)c(N(CC(C)C)C(=O)c2oc3ccc(OC)cc3c2C)c(=O)[nH]c1=O	12	-9	21	1	-19	0	10	0.6
47	Oc1ccc(-c2[nH]ncc2-c2ccc(Cl)cc2)c(O)c1	25	1	7	5	-27	0	-30	0.6
48	O=C1OCCC/C1=C\c1ccc2c(c1)OCO2	10	9	10	-3	8	0	11	0.3
49	COc1ccc(NC(=O)c2c(F)c(F)c(F)c(F)c2F)cc1Cl	4	-10	3	7	18	0	1	-0.6
50	COc1ccccc1NC(=O)C1CCCN(S(=O)(=O)c2ccc3c(c2)CC(C)N3C(C)=O)C1 (stereo not given)	1	10	24	-1	-22	-6	5	0.1
51	Nc1nccc(-c2nn(-c3ccc(Cl)cc3)ccc2=O)n1	24	4	15	-4	3	4	-11	-0.8

Molecules listed so far that contain an NH in an aromatic ring, in the order listed:
cpd	Compound	Mdm2-MdmX inh	Jurkat NFkB inh	tim23-1 inh	APJ agonist	697 NFkB inh	XBP1 UPR activ	APJ antagonist	CHOP UPR activ
5	COC(=O)C(Cc1c[nH]c2ccccc12)NC(=O)c1cc(-c2ccc(OC)c(OC)c2)oc1C (stereo not given)	-32	-11	15	-2	-7	4	-6	0.4
9	CCOC(=O)c1c(C)[nH]c(C(=O)COC(=O)c2cccnc2Cl)c1C	-17	-7	2	2	8	4	-5	7.7
11	COc1ccc(-c2[nH]c(-c3ccccc3)nc2SCC(=O)NCc2ccco2)cc1OC	25	0	-5	-4	21	1	-1	0.6
27	Cc1ccc(N/C(N)=N/c2nc3c(c(=O)[nH]2)CCCC3)c(C)c1	44	48	7	1	-53	-1	-22	0.5
41	Cc1cc(=O)[nH]c(N/N=C/c2ccc(F)cc2)n1	-6	-2	8	-2	2	2	6	6.4
44	Cc1cccc(NC(=O)c2nc[nH]c2C(=O)NCCCCCCNC(=O)c2[nH]cnc2C(=O)Nc2cccc(C)c2)c1	71*	0	10	2	6	-1	2	3.1
46	CCCCn1c(N)c(N(CC(C)C)C(=O)c2oc3ccc(OC)cc3c2C)c(=O)[nH]c1=O	12	-9	21	1	-19	0	10	0.6
47	Oc1ccc(-c2[nH]ncc2-c2ccc(Cl)cc2)c(O)c1	25	1	7	5	-27	0	-30	0.6

Source: PubChem (Sanford-Burnham Center for Chemical Genomics)
